MmCpn inh – M. maripaludis TRiC chaperonin inhibition; AID 504842; purified Mm-Cpn ATPase, ADP Transcreener TR-FRET; actives 0.031% (n = 330,000); Potency, µM (doses to about 76.9 µM), without a hit: at the highest dose activity, negative = inhibition, most hits filed as inhibitors; further: potency means the concentration at half of the fitted maximal effect; on the % scale 0 is the no-effect control and ±100 the full control effect; nearly all actives have a fitted effect of over 80% in size
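Measured: ADP formation by purified Mm-CPN. Conditions: 25 nM protein, 10 uM ATP, Tris pH 7.4 with Mg2+, K+ and DTT, 37°C for 30 min. Detection: Transcreener HTRF after 30 min at room temperature.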
Abeta rescue – A-beta toxicity reversal in yeast. actives 0.063% (n = 410,000). Potency, µM (series often up to 46.1 µM), for the others: at the highest dose growth rescue, usual class: activators. yeast expressing A-beta42, growth rescue, OD600, 48 h; response scale: 0% DMSO, 100% iron-clioquinol control; further: potency means the concentration at half of the fitted maximal effect; nearly all actives have a fitted effect of over 55% in size
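Yeast growth medium received pinned compounds, then yeast cells expressing toxic A-beta were added; plates incubated at 30 C for 48 hr. Growth read as absorbance at 600 nm, normalized to DMSO and equimolar FeCl3 plus clioquinol controls.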
HEK293 tox – cytotoxicity in counter-screen for GLP-1R inverse agonists; HEK293 cAMP-luciferase reporter cells, luminescence, 24 h; actives 0.13% (n = 410,000); Potency, µM (series often up to 38.3 µM), for the others: at the highest dose activity change, negative = inhibition, most hits filed as inhibitors;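 further: loss of luciferase light is scored as toxicity; potency means the concentration at half of the fitted maximal effect; on the % scale 0 is the no-effect control and ±100 the full control effect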
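MLSMR compounds, 24 hr on cells at 37 deg C/5% CO2; luminescence after luciferase reagent (12 min RT). Inhibition counted as the undesired cytotoxic outcome.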
FUS suppressor – suppressors of FUS proteinopathy in yeast; S. cerevisiae FUS-expressing, growth rescue, OD600, 24 h; Potency, µM (top dose mostly 76.6 µM), inactives show at the top dose growth rescue (activation), actives largely listed as activators; actives 0.24% (n = 390,000); AID 1347120;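 further: potency means the concentration at half of the fitted maximal effect; plate controls were DMSO vehicle for no effect and reference control for full effect; nearly all actives have a fitted effect of over 55% in size; some results filed as inactive show a strong effect at the top dose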
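Galactose (2%) drives FUS expression in yeast precultured in raffinose; seeding density OD 0.005. Test compounds incubated 24hr at 30C and 99% humidity before absorbance at 600 nm was measured.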
GLP-1R inv ag – acts as inverse agonist at human GLP-1 receptor. P43220. HEK293 GLP-1R CRE-luciferase, luminescence, 24 h; GLP-1R form is constitutively active. Potency, µM (highest dose often 38.3 µM), inactives show at the highest dose activity change, negative = inhibition, most hits filed as inhibitors. actives 1.6% (n = 410,000); further: potency means the concentration at half of the fitted maximal effect; on the % scale 0 is the no-effect control and ±100 the full control effect; nearly all actives have a fitted effect of over 55% in size
Target sequence (P43220 whole entry, looked up): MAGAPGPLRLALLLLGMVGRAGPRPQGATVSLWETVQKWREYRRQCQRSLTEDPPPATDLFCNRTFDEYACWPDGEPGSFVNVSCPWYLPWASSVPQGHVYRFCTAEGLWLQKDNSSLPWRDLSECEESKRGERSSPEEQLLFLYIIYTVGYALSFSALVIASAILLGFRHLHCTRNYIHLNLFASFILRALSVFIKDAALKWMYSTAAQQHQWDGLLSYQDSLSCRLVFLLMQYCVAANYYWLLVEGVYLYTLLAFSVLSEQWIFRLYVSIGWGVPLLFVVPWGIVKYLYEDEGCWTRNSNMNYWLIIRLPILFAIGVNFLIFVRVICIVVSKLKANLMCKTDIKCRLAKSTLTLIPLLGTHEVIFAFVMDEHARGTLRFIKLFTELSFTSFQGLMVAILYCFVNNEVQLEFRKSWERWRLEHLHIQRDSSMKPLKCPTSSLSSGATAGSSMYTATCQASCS
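Assay principle: reduced luminescence from a cAMP-responsive reporter in HEK293 cells co-expressing a constitutively active GLP-1R. Conditions: 24 hr compound incubation, 37 deg C, 5% CO2.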
TDP43 rescue – TDP-43 toxicity inhibition in yeast. TDP-43 expressing yeast growth rescue, BacTiter-Glo, 24 h. Potency, µM (top dose mostly 46.1 µM), for inactives: at the top dose growth rescue (activation), usual class: activators. actives 1.8% (n = 410,000); further: potency means the concentration at half of the fitted maximal effect; % of control where 0% means no effect; nearly all actives have a fitted effect of over 50% in size
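In this qHTS, compounds that restore growth of yeast expressing TDP-43 appear as activators. Cells (OD600=0.02, galactose medium, raffinose-pregrown) are incubated with compound 24 hr at 30 deg C and growth is quantified by BacTiter-Glo.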
PTHR1 agonist – activates the human parathyroid hormone receptor PTHR1; HEK293 GP2 PTHR1 cells, GloSensor cAMP luminescence, 1 h; Potency, µM (series often up to 115 µM), for inactives: top-dose activation, most hits filed as activators; Q03431; actives 0.075% (n = 410,000); further: potency means the concentration at half of the fitted maximal effect; nearly all actives have a fitted effect of over 55% in size; some results filed as inactive show a strong effect at the top dose; inactives centre near -15; many of its hits are not listed in these tables
Target sequence (Q03431 whole entry, looked up): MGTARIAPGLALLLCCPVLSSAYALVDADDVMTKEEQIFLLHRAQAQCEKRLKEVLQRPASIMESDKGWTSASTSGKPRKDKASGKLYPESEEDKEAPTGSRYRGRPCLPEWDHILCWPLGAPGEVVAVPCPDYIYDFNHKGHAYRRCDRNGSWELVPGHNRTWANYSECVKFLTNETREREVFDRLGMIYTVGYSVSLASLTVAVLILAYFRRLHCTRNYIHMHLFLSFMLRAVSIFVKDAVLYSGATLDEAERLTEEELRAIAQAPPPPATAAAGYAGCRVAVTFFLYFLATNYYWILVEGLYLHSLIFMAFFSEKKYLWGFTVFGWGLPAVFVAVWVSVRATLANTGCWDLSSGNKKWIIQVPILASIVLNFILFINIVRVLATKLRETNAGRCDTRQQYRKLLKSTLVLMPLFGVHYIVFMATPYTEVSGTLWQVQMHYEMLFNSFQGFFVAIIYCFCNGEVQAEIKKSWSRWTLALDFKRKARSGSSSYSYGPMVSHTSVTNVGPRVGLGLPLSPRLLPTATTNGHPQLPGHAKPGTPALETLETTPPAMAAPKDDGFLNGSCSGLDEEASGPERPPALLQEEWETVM
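HEK-293-derived GP2 cells expressing PTHR1 and a GloSensor cAMP reporter, 3,000/well, plated overnight, given luciferin plus IBMX (each 0.5 mM as added) for 1 h at 37 °C, then compound for 1 h at 37 °C. Luminescence was read after 15 min at room temperature.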
aSyn yeast inh – inhibitors of alpha-synuclein toxicity in yeast | Yeast expressing alpha-synuclein, growth rescue, BacTiter-Glo, 24 h | Potency, µM (titrated, usually from 46.1 µM), for the others: at the highest dose growth rescue (activation), actives largely listed as activators | actives 0.14% (n = 370,000); further: potency means the concentration at half of the fitted maximal effect; % of control where 0% means no effect; nearly all actives have a fitted effect of over 65% in size
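Screening used galactose-induced yeast with toxic alpha-synuclein levels, exposed to compound for 24 hr at 30 deg C. Cell growth, read with BacTiter-Glo luminescence, gave the measured signal.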
Akt phos inh – Akt phosphorylation inhibition | actives 0.32% (n = 360,000) | Neuro2A IGF-stimulated pAkt S473 HTRF, 20 min; stronger effect = lower value | AID 651550 | activity change, % for hits at 50 µM; in the data active means activity change below about -80%; inconclusive means mostly about -51% to -80%; further: on the % scale 0 is the no-effect control and ±100 the full control effect
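Single-point screen (50 µM final compound) in Neuro2A cells stimulated 20 min with 6 nM IGF at 37 deg C. After lysis, Ser473-phosphorylated Akt read by HTRF (ex 330 nm, em 615/665 nm) as the 665/615 ratio.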
Numbers without * were called inactive; & = joins results of further samples; [ ] = dose if it differs, or a comment. Unless noted, the call rests on the fitted dose curve; in most records, active means well fitted curve in the direction sought with a large enough effect; inconclusive means small, poorly fitted or top-dose-only effect, or another doubt; inactive means no such curve, though single readings can be large; an effect the other way counts as inactive or inconclusive. A portion of the library (hit frequency here may not be typical).

Results for CCc1ccccc1NC(=O)CN(c1cccc(C)c1C)S(C)(=O)=O ?
Abeta rescue: 8%; HEK293 tox: 1%; FUS suppressor: 0%; GLP-1R inv ag: -16%; TDP43 rescue: 22%; PTHR1 agonist: -13%

How did O=C(NCc1cccc(Cl)c1)c1cc2ccc3cccnc3c2[nH]1 do in these assays?
Abeta rescue: -7%; HEK293 tox: -7%; FUS suppressor: -8%; GLP-1R inv ag: 8%; TDP43 rescue: 18%; PTHR1 agonist: inactive

How did CCCCn1c(N)c(N(CC(C)C)C(=O)CSCC(=O)Nc2ccc(C)cc2)c(=O)[nH]c1=O do in these assays?
MmCpn inh: -2%; Abeta rescue: -14%; HEK293 tox: -3%; GLP-1R inv ag: 6%; TDP43 rescue: -12%; PTHR1 agonist: -6%; aSyn yeast inh: -7%; Akt phos inh: inactive

What do the screens show for `COCCn1c(SC(C)C(=O)NCC2CCCO2)nc2scc(-c3ccc(F)cc3)c2c1=O` (stereo not drawn)?
MmCpn inh: -6%; Abeta rescue: 19%; HEK293 tox: 16%; FUS suppressor: 26%; GLP-1R inv ag: 15%; TDP43 rescue: 0%; PTHR1 agonist: inactive; aSyn yeast inh: -2%; Akt phos inh: inactive

Results for Cc1cc(N)n(-c2ccc(C)c(C)c2)n1 ?
MmCpn inh: 4%; Abeta rescue: 5%; HEK293 tox: 10%; FUS suppressor: inconclusive; GLP-1R inv ag: inconclusive; TDP43 rescue: -17%; PTHR1 agonist: -3%; aSyn yeast inh: -6%; Akt phos inh: inactive

How did CC1CCCC(C)N1C(=O)COC(=O)c1ccccc1C(=O)c1ccccc1 (stereo not drawn) do in these assays?
Abeta rescue: -5%; HEK293 tox: -4%; FUS suppressor: -3%; GLP-1R inv ag: inconclusive; TDP43 rescue: 0%; PTHR1 agonist: -12%; aSyn yeast inh: -4%; Akt phos inh: inactive

What do the screens show for `O=C(CN1C(=O)CCc2cc(S(=O)(=O)N3CCOCC3)ccc21)NCc1ccc(F)cc1`?
Abeta rescue: -2%; HEK293 tox: 1%; FUS suppressor: 3%; GLP-1R inv ag: -3%; TDP43 rescue: 19%; PTHR1 agonist: -5%

How did CC(C)N1CCC1(C)C(=O)Nc1cccc2ccccc12 (stereo not drawn) do in these assays?
Abeta rescue: -2%; HEK293 tox: 0%; FUS suppressor: -7%; GLP-1R inv ag: inconclusive; TDP43 rescue: 12%; PTHR1 agonist: -3%; aSyn yeast inh: -1%; Akt phos inh: inactive

What do the screens show for `Cc1ccc(N2C(=O)CCC2(C#N)c2ccccc2)cc1` (stereo not drawn)?
MmCpn inh: -1%; Abeta rescue: -1%; HEK293 tox: 3%; FUS suppressor: 4%; GLP-1R inv ag: 3%; TDP43 rescue: 0%; PTHR1 agonist: -1%; aSyn yeast inh: 1%; Akt phos inh: inactive

How did C[C@@H]1CN([C@H](C)CO)C(=O)CCCn2nncc2CO[C@H]1CN(C)C do in these assays?
Abeta rescue: -7%; HEK293 tox: 1%; FUS suppressor: -33%; GLP-1R inv ag: 8%; TDP43 rescue: 0%; PTHR1 agonist: -20%; aSyn yeast inh: 4%; Akt phos inh: inactive

What do the screens show for `CN(C)C(CNC(=O)CCNC(=O)c1ccc(Cl)cc1)c1ccco1` (stereo not drawn)?
MmCpn inh: 0%; Abeta rescue: 3%; HEK293 tox: 18%; FUS suppressor: -4%; GLP-1R inv ag: 1%; TDP43 rescue: -1%; PTHR1 agonist: inactive; aSyn yeast inh: -6%; Akt phos inh: inactive

How did Cc1cccc(N2CCN(C(=O)c3cn(CC(C)C)c(=O)c4c3c3ccccc3n4C)CC2)c1C do in these assays?
Abeta rescue: 9%; HEK293 tox: 4%; FUS suppressor: 29%; GLP-1R inv ag: 8%; TDP43 rescue: 8%; PTHR1 agonist: -72%[inhibitor]

Results for CC(Sc1nnc(-c2ccncc2)n1-c1ccc(F)cc1)C(=O)NC1CC1 (stereo not drawn) ?
MmCpn inh: -2%; Abeta rescue: -13%; HEK293 tox: -13%; FUS suppressor: -4%; GLP-1R inv ag: 19%; TDP43 rescue: -10%; PTHR1 agonist: inconclusive; aSyn yeast inh: -5%; Akt phos inh: inactive

What do the screens show for `COc1cc2c(cc1OC)C1c3ccc(OC)c(OC)c3OCC1(O)C2` (stereo not drawn)?
Abeta rescue: -1%; HEK293 tox: 6%; FUS suppressor: 11%; GLP-1R inv ag: 41%[activator]; TDP43 rescue: 0%; PTHR1 agonist: inactive; aSyn yeast inh: 4%; Akt phos inh: inactive

Results for Nc1nc(Cl)cc(Sc2ccc3ccccc3c2)n1 ?
MmCpn inh: -9%; Abeta rescue: 36%; HEK293 tox: inconclusive; FUS suppressor: -21%; GLP-1R inv ag: -13%; TDP43 rescue: inconclusive; PTHR1 agonist: -16%; aSyn yeast inh: -1%; Akt phos inh: inactive

What do the screens show for `Cc1cc(F)ccc1NC(=O)c1sc2nc(-c3cccs3)ccc2c1N`?
Abeta rescue: -2%; HEK293 tox: 175%[activator]; FUS suppressor: 7%; GLP-1R inv ag: -12%; TDP43 rescue: 7%; PTHR1 agonist: -35%[inhibitor]

Results for O=C(O)C1(c2cccc(Cl)c2)CCC1 ?
MmCpn inh: -1%; Abeta rescue: inconclusive; HEK293 tox: -3%; FUS suppressor: 3%; GLP-1R inv ag: 2%; TDP43 rescue: -3%; PTHR1 agonist: -1%; aSyn yeast inh: 10%; Akt phos inh: inactive

What do the screens show for `CC(C)n1c(O)c(N=Nc2ccc(Cl)nn2)c2ccccc21`?
MmCpn inh: 1%; Abeta rescue: -14%; HEK293 tox: 12%; GLP-1R inv ag: 23%; TDP43 rescue: 5%; PTHR1 agonist: -4%; aSyn yeast inh: 10%; Akt phos inh: inactive

What do the screens show for `COc1ccccc1NCCC(=O)OCC(=O)Nc1cc([N+](=O)[O-])ccc1F`?
MmCpn inh: -3%; Abeta rescue: 26%; HEK293 tox: -22%; GLP-1R inv ag: 2%; TDP43 rescue: 26%; PTHR1 agonist: inactive; aSyn yeast inh: 20%; Akt phos inh: inactive

What do the screens show for `Cn1c(=O)c(Oc2ccc(Cl)cc2)c(O)c2ccccc21`?
MmCpn inh: -2%; Abeta rescue: -7%; HEK293 tox: -15%; FUS suppressor: -20%; GLP-1R inv ag: 21%; TDP43 rescue: -2%; PTHR1 agonist: inactive; aSyn yeast inh: 1%; Akt phos inh: inactive

The final four records of the section above lead into the next.
Results for O=C(O)C1(c2cccc(Cl)c2)CCC1 ?
MmCpn inh: -1%; Abeta rescue: inconclusive; HEK293 tox: -3%; FUS suppressor: 3%; GLP-1R inv ag: 2%; TDP43 rescue: -3%; PTHR1 agonist: -1%; aSyn yeast inh: 10%; Akt phos inh: inactive

What do the screens show for `CC(C)n1c(O)c(N=Nc2ccc(Cl)nn2)c2ccccc21`?
MmCpn inh: 1%; Abeta rescue: -14%; HEK293 tox: 12%; GLP-1R inv ag: 23%; TDP43 rescue: 5%; PTHR1 agonist: -4%; aSyn yeast inh: 10%; Akt phos inh: inactive

What do the screens show for `COc1ccccc1NCCC(=O)OCC(=O)Nc1cc([N+](=O)[O-])ccc1F`?
MmCpn inh: -3%; Abeta rescue: 26%; HEK293 tox: -22%; GLP-1R inv ag: 2%; TDP43 rescue: 26%; PTHR1 agonist: inactive; aSyn yeast inh: 20%; Akt phos inh: inactive

What do the screens show for `Cn1c(=O)c(Oc2ccc(Cl)cc2)c(O)c2ccccc21`?
MmCpn inh: -2%; Abeta rescue: -7%; HEK293 tox: -15%; FUS suppressor: -20%; GLP-1R inv ag: 21%; TDP43 rescue: -2%; PTHR1 agonist: inactive; aSyn yeast inh: 1%; Akt phos inh: inactive

Results for CCOC(=O)C(C(=O)Cc1ccccc1)c1ccccc1 (stereo not drawn) ?
Abeta rescue: 16%; HEK293 tox: 10%; FUS suppressor: 10%; GLP-1R inv ag: inconclusive; TDP43 rescue: -10%; PTHR1 agonist: -6%; aSyn yeast inh: 2%; Akt phos inh: inactive

How did COC(=O)c1c(C)[nH]c(C)c1C(=O)c1ccccc1Cc1ccccc1 do in these assays?
Abeta rescue: -18%; HEK293 tox: 5%; FUS suppressor: 17%; GLP-1R inv ag: 2%; TDP43 rescue: 27%; PTHR1 agonist: -15%; aSyn yeast inh: -22%&0%&-11%; Akt phos inh: inactive

What do the screens show for `O=C(Nc1ccc(OC(F)(F)C(F)F)c(NC(=O)c2cccc(F)c2)c1)c1cccc(F)c1`?
MmCpn inh: inconclusive; Abeta rescue: -2%; HEK293 tox: -21%; FUS suppressor: -21%; GLP-1R inv ag: 17%; TDP43 rescue: 24%; PTHR1 agonist: inactive; aSyn yeast inh: -13%; Akt phos inh: inactive

Results for CCOC(=O)N1CCC(NS(=O)(=O)c2ccc3c(c2)C(C)(C)C(=O)N3C)CC1 ?
MmCpn inh: 0%; Abeta rescue: -5%; HEK293 tox: -4%; FUS suppressor: 18%; GLP-1R inv ag: -14%; TDP43 rescue: 10%; PTHR1 agonist: -15%[57.5 µM]; aSyn yeast inh: 1%; Akt phos inh: inactive

High-throughput results as filed in PubChem BioAssay.
